# Bioassay records: PubChem BioAssay, National Center for Advancing Translational Sciences (NCATS)
# IP6K1 inh: Primary qHTS assay for small molecule inhibitors of Inositol hexaphosphate kinase 1 (IP6K1) | Inositol hexakisphosphate kinase 1 (Homo sapiens), Q92551 | IP6K1 kinase, ADP-Glo luminescence, 2 h; stronger effect = lower value | activity change, % (series mostly up to about 58 µM) | actives 0.81% (n = 140,000) | AID 1645851, 2021; in the data active = activity change below about -25%
# Target sequence (Q92551 whole entry, looked up): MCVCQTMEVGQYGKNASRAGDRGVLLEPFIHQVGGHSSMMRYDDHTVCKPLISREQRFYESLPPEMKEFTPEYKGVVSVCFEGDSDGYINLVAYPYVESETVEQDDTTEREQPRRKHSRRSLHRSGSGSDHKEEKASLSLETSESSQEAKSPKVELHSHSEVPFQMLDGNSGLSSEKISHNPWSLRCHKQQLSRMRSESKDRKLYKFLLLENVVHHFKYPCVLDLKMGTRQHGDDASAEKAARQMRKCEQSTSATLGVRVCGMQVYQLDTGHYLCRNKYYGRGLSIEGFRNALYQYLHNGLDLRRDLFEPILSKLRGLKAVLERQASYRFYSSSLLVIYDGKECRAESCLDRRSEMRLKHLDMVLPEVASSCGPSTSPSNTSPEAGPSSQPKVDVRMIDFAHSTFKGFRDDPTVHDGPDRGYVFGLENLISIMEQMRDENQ
#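 ADP-Glo luminescence measures ADP made by human IP6K1 during a 2 h RT reaction with ATP/IP6 (mix at 1.3 mM/130 uM); top library doses 57.5 and 19.1 uM final.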
# GPT2 inhibitor: Primary qHTS assay for inhibitors of Glutamate pyruvate transaminase 2 (GPT2). Alanine aminotransferase 2 (Homo sapiens), Q8TD30. Recombinant GPT2, coupled pyruvate oxidase/HRP Amplex Red fluorescence. Potency, µM (titrated, usually from 57.7 µM), without a hit: at the highest dose activity change, negative = inhibition, hits mostly inhibitors. actives 0.25% (n = 100,000); note: potency is the fitted concentration of half-maximal effect; nearly all actives have a fitted effect of over 60% in size; many of its hits are not listed in these tables
# Target sequence (Q8TD30 whole entry, looked up): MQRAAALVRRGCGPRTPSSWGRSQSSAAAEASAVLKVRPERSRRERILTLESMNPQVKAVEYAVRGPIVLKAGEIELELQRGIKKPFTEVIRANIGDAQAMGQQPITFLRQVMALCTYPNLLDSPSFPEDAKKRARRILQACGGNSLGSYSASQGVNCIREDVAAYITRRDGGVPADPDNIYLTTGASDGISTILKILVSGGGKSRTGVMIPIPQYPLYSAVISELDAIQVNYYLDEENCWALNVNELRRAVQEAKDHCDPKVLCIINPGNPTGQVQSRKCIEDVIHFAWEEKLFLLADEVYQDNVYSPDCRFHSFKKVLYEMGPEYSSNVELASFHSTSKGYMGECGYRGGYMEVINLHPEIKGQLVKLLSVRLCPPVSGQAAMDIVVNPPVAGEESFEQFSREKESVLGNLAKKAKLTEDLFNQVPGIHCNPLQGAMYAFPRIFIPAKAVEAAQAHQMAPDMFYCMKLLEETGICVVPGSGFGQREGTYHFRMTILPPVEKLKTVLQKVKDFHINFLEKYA
#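 GPT2 10ng/uL, a-KG 250uM, L-Ala 2mM, HEPES pH7.5 + 0.0001% Tween; 30 min RT. Then Amplex mix (PO/HRP/ThPP), 30 min RT dark, fluorescence. AOA 50uM used as positive control.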
# NIH3T3 tox: Cytotoxic Profiling in NIH 3T3 Cell Line of Diverse Libraries Using Quantitative High-Throughput Screening; NIH 3T3 viability, CellTiter-Glo ATP luminescence, 48-72 h; Potency, µM (series often up to 96.7 µM), inactives show at the highest dose activity change, negative = cytotoxicity, actives largely listed as inhibitors; actives 4.3% (n = 94,000); AID 1345082, 2018; note: potency is the fitted concentration of half-maximal effect; nearly all actives have a fitted effect of over 55% in size
#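 Cytotoxicity is measured as loss of cellular ATP: NIH 3T3 cells (400/well) are exposed to compound for 48 or 72 hr at 37 °C, then CellTiter-Glo luminescence is imaged after 10 min at room temperature.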
# HEK cytotox: Cytotoxic Profiling in HEK 293 Cell Line of Diverse Libraries Using Quantitative High-Throughput Screening | HEK 293 viability, ATP luminescence (CellTiter-Glo), 48-72 h | Potency, µM (titrated, usually from 115 µM), for the others: top-dose activity change, negative = cytotoxicity, most hits filed as inhibitors | actives 6.6% (n = 94,000) | AID 1345083, 2018; note: potency is the fitted concentration of half-maximal effect; nearly all actives have a fitted effect of over 60% in size
#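 Read-out: CellTiter-Glo ATP luminescence. Cells: HEK 293, 250 cells/well. Exposure: 48 or 72 hr, 37 degree Celsius.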
# FLuc inh: Firefly luciferase inhibition profiling of diverse chemical library using quantitative high-throughput screening | Potency, µM (doses to about 115 µM), for inactives: top-dose activity change, negative = inhibition, actives largely listed as inhibitors | purified P. pyralis luciferase, luminescence, biochemical | actives 2.5% (n = 76,000) | Luciferin 4-monooxygenase (Photinus pyralis), P08659; note: potency is the fitted concentration of half-maximal effect; nearly all actives have a fitted effect of over 65% in size
#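 Biochemical qHTS: compound (6-point titration) added to 10uM D-luciferin plus 10uM ATP in Tris acetate pH 7.5 buffer with Mg, Tween-20 and BSA, then purified enzyme at 10nM; light output imaged.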
# SNCA expr inhib: Primary qHTS assay for inhibitors of alpha-synuclein gene (SNCA) expression; HEK-293 SNCA-luciferase knock-in, luminescence, 24 h; actives 0.17% (n = 140,000); Potency, µM (series often up to 57.2 µM), without a hit: at the highest dose activity change, negative = inhibition, actives largely listed as inhibitors; AID 1671194, 2021;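 note: potency is the fitted concentration of half-maximal effect; plate controls were DMSO cells for no effect and cell-free wells for full effect; nearly all actives have a fitted effect of over 45% in size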
# SNCA viab count: GF-AFC viability counterscreen for inhibitors of alpha-synuclein gene (SNCA) expression; HEK-293-SNCA-luc viability, GF-AFC fluorescence, 24 h; Potency, µM (titrated, usually from 57.1 µM), inactives show at the top dose activity change, negative = cytotoxicity, actives largely listed as cytotoxic; actives 0.12% (n = 150,000); AID 1671193, 2021;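 note: potency is the fitted concentration of half-maximal effect; 0% = DMSO-treated cells and -100% = medium-only wells without cells; nearly all actives have a fitted effect of over 30% in size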
#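 Cytotoxicity counterscreen: after 24 h compound treatment of genome-edited SNCA-luciferase HEK-293 cells, live-cell protease substrate GF-AFC read by fluorescence after 30 min; activity scaled between DMSO (0%) and medium-only (-100%), curves Hill-fitted.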
# An asterisk follows results filed as active; i = inactive; ? = inconclusive; . = no result given; [ ] = another dose, or the depositor's remark. Unless noted, calls come from the whole dose curve; as a rule, active = well fitted curve in the direction sought with a large enough effect; inconclusive = small, poorly fitted or top-dose-only effect, or another doubt; inactive = no such curve, though single readings can be large; an effect the other way counts as inactive or inconclusive. Unless noted, % is set by controls: 0 for no effect and ±100 for the full control effect. These rows are one share of the data. The share of hits here may be higher or lower than overall.
SMILES,IP6K1 inh,GPT2 inhibitor,NIH3T3 tox,HEK cytotox,FLuc inh,SNCA expr inhib,SNCA viab count
Oc1ccc(NCc2ccc(OCc3ccccc3Cl)cc2)cc1,-28*,.,.,.,.,-1%,?
O=C(NC1CCCC1)O[C@H]1COCCN(c2nc3ccccc3o2)C1,12,i,-11%[138 µM],-1%[172 µM],2%[172 µM],3%[87.6 µM],-11%[87.6 µM]
O=C1Cc2c(-c3ccc4ccccc4c3)n[nH]c2CN1Cc1ccccn1,5,3%[88.5 µM],?,-23%[172 µM],1%[172 µM],47%[activator][87.6 µM],-14%[87.6 µM]
CC(C)C[C@@H]1N[C@H](C(=O)NCc2ccccc2)Cc2c[nH]c3cccc1c23,-3,-15%[88.5 µM],32µM*,35µM*,3%[172 µM],-49%[87.6 µM],?
O=C(O)c1cccc2c1CCN2C(=O)c1ccc(F)cc1,-13,-8%,?,-29%,1.3µM*,-6%,5%
CCOC(=O)c1cc(-c2ccccc2)n(CCC(=O)Nc2ccc(OC)c(Cl)c2)c1C,20,.,.,.,.,-12%,1%
COc1ccc(C)cc1NC(=O)CN1C(=O)NC2(CCS(=O)(=O)CC2)C1=O,0,i,-5%,-5%,4%,8%,6%
CCc1ccc2occ(CC(=O)Nc3c(C(=O)c4ccc(C)cc4)oc4ccccc34)c2c1,-9,.,.,.,.,15%,2%
CCOc1ccc(-n2c(=O)c3c4c(sc3n(CC(=O)NC(C)CC)c2=O)CCCC4)cc1 (stereo not given),-13,.,.,.,.,-4%,-2%
N=c1c[n+](N2CCOCC2)[n-]o1,.,-4%,.,.,.,9%,3%
C[C@H]1[C@@H]2[C@@H](O)C([C@H](C)C(=O)NCc3cccnc3)CC[C@@]2(C)CC[C@@H]1NC(=O)c1ccncc1 (stereo not given in full),-13,i,0%,i,-5%,-3%,-1%
COCC[C@]1(O)CCN(Cc2cc(F)ccc2-n2cccn2)C[C@H]1C,10,-6%,2%,?,2%,14%,-14%
CCn1c2c(c(=O)n3ncc(C(=O)Nc4ccc(C(=O)OC)cc4)c13)CN(Cc1ccc(OC)cc1)CC2,-35*,.,.,.,.,-4%,4%
Cc1c(C(=O)N2C[C@@H](C(=O)O)C[C@H](C(=O)NC3CC3)C2)sc2ccccc12,1,-35%,-3%,-5%,1%,22%,-1%
Cc1ccc(NC(=O)C2CN(c3ccnc4ccnn34)C2)cc1,5,-9%[88.5 µM],?,?,.,11%[87.6 µM],2%[87.6 µM]
CN1CCC(NC[C@H]2O[C@@H](CO)[C@@H](O)[C@H]2N2CCN(c3ccc(F)cc3)CC2)CC1,-14,1%,3%,-6%,0%,-7%,3%
S=C(S)N1CCCC1,.,i,.,.,.,-29%,-2%
O=c1[nH]c(-c2ccncc2)nc2c1CCN(S(=O)(=O)N1CCCC1)C2,0,3%,-1%,-1%,-5%,-16%,2%
CC1=C[C@@H](CNCc2ccncc2)[C@H](C(C)C)C[C@H]1Cc1nnc(-c2ccc(C)cc2)o1,1,-7%[88.5 µM],?,?,-6%[172 µM],?,?
O=C1COc2ccc(-c3cc(F)cc(F)c3)nc2CN1Cc1ccccc1F,-14,-20%[88.5 µM],?,89µM*,-1%[172 µM],-22%[87.6 µM],-10%[87.6 µM]
CC(C)c1ccc(N2C(=O)N[C@@H]3CCN(C(=O)c4ccc(N(C)C)cc4)[C@@H]3C2=O)cc1,-11,i,-7%[138 µM],-2%[172 µM],2%[172 µM],-4%[87.6 µM],4%[87.6 µM]
CCCCN(C)C(=O)CSc1c2c(nc3ccc(Cl)cc13)CCCC2,-2,.,.,.,.,?,?
Cc1cc(C)cc(Oc2c(C(F)(F)F)oc3cc(OCC(=O)NC4CCCCC4)ccc3c2=O)c1,19,.,.,.,.,10%,-2%
COc1ccccc1-c1nc(C2CC(=O)N(c3ccc(C)cc3)C2)no1 (stereo not given),-2,i,?,?,-3%,7%,5%
CCC(CNc1nc(CCN)nc2ccccc12)N(C)CC (stereo not given),9,0%,-25%,?,4%,-24%,-12%

# Complete entries, quoted from the list. Screens in order: IP6K1 inh	GPT2 inhibitor	NIH3T3 tox	HEK cytotox	FLuc inh	SNCA expr inhib	SNCA viab count
# Oc1ccc(NCc2ccc(OCc3ccccc3Cl)cc2)cc1 is listed as -28*	.	.	.	.	-1%	?
# O=c1[nH]c(-c2ccncc2)nc2c1CCN(S(=O)(=O)N1CCCC1)C2 is listed as 0	3%	-1%	-1%	-5%	-16%	2%
# COCC[C@]1(O)CCN(Cc2cc(F)ccc2-n2cccn2)C[C@H]1C is listed as 10	-6%	2%	?	2%	14%	-14%
# S=C(S)N1CCCC1 is listed as .	i	.	.	.	-29%	-2%
# CCC(CNc1nc(CCN)nc2ccccc12)N(C)CC (stereo not given) is listed as 9	0%	-25%	?	4%	-24%	-12%

# Next results follow.
SMILES,IP6K1 inh,GPT2 inhibitor,NIH3T3 tox,HEK cytotox,FLuc inh,SNCA expr inhib,SNCA viab count
COc1ccc(NC(=O)CCSc2nc(-c3ccco3)cc(C(F)(F)F)n2)cc1,-11,.,.,.,.,-2%,12%
COc1ccc(-n2nc(C(=O)Nc3ccccc3OC)c3c4ccccc4n(C)c3c2=O)cc1Cl,15,.,.,.,.,60%[activator],10%
Cn1cnc(S(=O)(=O)N2CC(N(C3CCOCC3)S(C)(=O)=O)C2)c1,9,-3%,1%,4%,2%,-7%,-2%
COc1ccc(CSc2nc3ccncc3n2Cc2nc(-c3ccc(OC)c(OC)c3)oc2C)cc1,-15,.,.,.,.,-4%,?
O=C(COc1ccccc1[N+](=O)[O-])Nc1ccc(-c2nc3ccccc3s2)cc1,10,.,.,.,.,80%[activator],8%
Cc1cccc(OCC(=O)Nc2ccc(-c3nnc4n3CCCC4)cc2)c1,-6,-4%,?,-16%,-11%,-1%,6%
O=C(c1cccc([N+](=O)[O-])c1)N1CCN(c2ccc(Nc3ccccc3)nn2)CC1,14,.,.,.,.,-2%,-3%
Cc1ccc(CN2CCC(N(CCC(C)C)C3CCOCC3)CC2)o1,-6,1%,-12%,-25%,-8%,4%,-14%
O=C(O)Cc1ccc(CCNS(=O)(=O)c2ccc(Cl)cc2)cc1,-6,i,.,.,.,3%[25.6 µM],-6%[23.9 µM]
CNCCC(Oc1ccccc1C)c1ccccc1 (stereo not given),.,3%,.,.,.,19%,13%
Cn1c(CNC(=O)C2CC(=O)N(c3n[nH]c4ccccc34)C2)nc2ccccc21 (stereo not given),14,-9%,-20%,-13%,0%,26%,1%
COc1cc(OC)c(NC(=O)CCc2c(C)nc3ncnn3c2C)cc1Cl,-6,.,.,.,.,70%[activator],1%
COCCCNC(=O)C1CCc2nnc(C3CC3)n21 (stereo not given),14,i,-4%,-2%,.,7%,1%[12.5 µM]
COCC(=O)Nc1nc2c(s1)C[C@@H]1[C@](C)(CO)[C@H](O)CC[C@@]1(C)[C@@H]2CC(=O)NCc1cccnc1,23,-2%,-5%,4%,0%,4%,5%
Cc1ccc(CNC(=O)CN2C(=O)NC3(CCC(C)CC3)C2=O)cc1 (stereo not given),-13,5%,-17%,-13%,-8%,-17%,-5%
Cc1cc(S(=O)(=O)C(CNC(=O)COc2ccc(Cl)cc2)c2cccs2)ccc1F (stereo not given),-9,.,.,.,.,31%[activator],2%
Cc1cc2c(SCC(=O)N3CC[C@@](C)(O)[C@@H](O)C3)ncnc2s1,-1,-15%,-18%,-17%,-4%,96%[activator],7%
COc1cccc(-c2cc(C(=O)N3CCC4(CC3)CC(OC)CCO4)[nH]n2)c1 (stereo not given),7,3%,-12%,?,-7%,-8%,6%[12.5 µM]
N[C@@H](Cc1cnc[nH]1)C(=O)N1CCC(c2nccn2Cc2ccccn2)CC1,62,-14%[11.5 µM],-3%,?,0%,6%,-4%
COc1ccc2[nH]c3c(c2c1)CCNC31CCN(C(=O)C(C)C)CC1,-1,i,-19%,?,-8%,22%,-12%[12.5 µM]
CN(C)S(=O)(=O)c1ccc(C(=O)Nc2c(C(=O)Nc3ccc(F)cc3)oc3ccccc23)cc1,-15,.,.,.,.,45%[activator],10%
CC(=O)NC1(C)CCN(Cc2cnc(-c3ccccc3OCc3ccccc3)s2)CC1,-9,4%[88.5 µM],?,?,-10%[172 µM],0%[87.6 µM],-9%[87.6 µM]
COc1ccccc1C(=O)Nc1ccc2nc(SCC(=O)N(C)c3ccccc3)sc2c1,-7,.,.,.,.,60%[activator],13%
Fc1ccc(Cc2noc(-c3nc(-c4ccncc4)no3)n2)cc1,-11,2%,-16%,?,-24%,31%[activator],10%
CCOc1ccc(OCC)c(NC(=O)c2cc(C)nc3c2c(C)nn3-c2cccc(Cl)c2C)c1,-5,.,.,.,.,-24%,-15%
# (further entries)
SMILES,IP6K1 inh,GPT2 inhibitor,NIH3T3 tox,HEK cytotox,FLuc inh,SNCA expr inhib,SNCA viab count
C[C@@H]1CN(C(=O)c2cccc(-c3ncc[nH]3)c2)CC[C@@]1(O)C1CCOCC1,-6,i,i,-5%,-4%,-4%,0%
COc1ccc(CNC(=O)N2CCC3(C2)C(=O)N(C)c2ccccc23)cc1 (stereo not given),37,2%,i,-4%,-8%,21%,1%
Cc1noc([C@@H](C)NC(=O)Nc2cccnc2)c1C(=O)O,2,-5%[88.5 µM],i,-12%[172 µM],-4%[172 µM],3%[87.6 µM],5%[87.6 µM]
COC[C@@H]1CN(C(=O)c2occc2C)C[C@H]1c1nc(C2CC2)no1,14,2%,-33%,-18%,-11%,42%[activator],-18%
COc1ccc(CNC(=O)C2CCN(S(=O)(=O)c3ccc4nc5c(c(C(=O)O)c4c3)CCCC5)CC2)cc1,-18,.,.,.,.,-21%,3%
O=C(O[C@H]1[C@@H]2C[C@@H]3OC[C@@](O)([C@H]2[C@H](O[C@@H]2O[C@H](CO)[C@@H](O)[C@H](O)[C@H]2O)O3)[C@@H]1O)c1ccccc1,-4,0%[27.3 µM],.,.,.,.,-9%[23.9 µM]
Cc1cccc(CCn2c(=O)c3ccccc3n(Cc3ccccc3C)c2=O)c1,-3,.,.,.,.,-14%,9%
O=C(O)c1ccc(Nc2ncnc3scc(-c4ccccc4)c23)cc1,-15,.,.,.,.,-2%,12%
